GPR35 arrestin U2OS: GPR35 antagonists blocking zaprinast-driven arrestin recruitment, primary screen, imaging, U2OS, beta-arrestin-GFP, zaprinast agonist (AID 2058); 290,000 compounds, 0.052% hits; inhibition, % at 10 µM, or IC50 in µM where a hit was titrated; U2OS GPR35 beta-arrestin-GFP translocation imaging, zaprinast antagonism; higher % means a stronger effect;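 active = inhibition of at least 50% with at least 30 cells and total cytoplasm GFP at most 10,000,000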
MgcRacGAP inhibition: MgcRacGAP GTPase-activating activity inhibitors, confirmation, biochemical, ADP Hunter fluorescence | MgcRacGAP-stimulated Rac1 GTP hydrolysis, ADP Hunter fluorescence; higher % means a stronger effect; GST-tagged Rac1 F28L mutant substrate | inhibition, % at 30 µM; hits with a dose series show IC50 in µM | 340,000 compounds, 0.6% hits;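 active = first-screen hits whose inhibition reached a set limit at any dose in the follow-up dose series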;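 note: fluorescence reports GDP produced by GAP-driven GTP hydrolysis; strong numbers were not always called active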
NTR1 ag: agonists of NTR1, primary screen, imaging, U2OS cells, beta-arrestin-GFP, high content (AID 493036) | P30989 | activation, % at 20 µM | NTR1-U2OS beta-arrestin-GFP spot imaging, agonist mode | 330,000 compounds, 0.17% hits;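 active = activation at or above 40% of the spot to cytoplasm intensity ratio, with at least 20 cells analyzed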;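 note: 0% = DMSO without peptide and 100% = 100 nM NTR1 peptide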
Target sequence (P30989 whole entry, looked up): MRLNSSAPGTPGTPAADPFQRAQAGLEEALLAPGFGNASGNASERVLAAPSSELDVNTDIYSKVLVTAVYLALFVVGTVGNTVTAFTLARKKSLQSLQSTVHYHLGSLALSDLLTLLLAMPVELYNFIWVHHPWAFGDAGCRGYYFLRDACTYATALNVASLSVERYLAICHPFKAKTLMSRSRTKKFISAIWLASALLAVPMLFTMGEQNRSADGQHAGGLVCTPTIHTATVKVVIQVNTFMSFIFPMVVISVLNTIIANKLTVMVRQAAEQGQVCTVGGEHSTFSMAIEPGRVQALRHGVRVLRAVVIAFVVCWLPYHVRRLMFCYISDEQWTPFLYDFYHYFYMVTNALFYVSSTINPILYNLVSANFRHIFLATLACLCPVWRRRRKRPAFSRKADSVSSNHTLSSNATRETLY
Lipid droplet: modulators of hepatic lipid droplet formation; inhibition, % at 6.5 µM; 240,000 compounds, 0.4% hits; AML12 mouse hepatocytes, oleate lipid droplets, BODIPY imaging;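 active = lipid droplet intensity inhibited by at least 50%, with more than 500 cells counted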
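Technique: fluorescence imaging, 20x objective, two fields per well / Assay system: AML12 hepatocytes (mouse) / Measure: % inhibition of lipid droplet signal / Doses: 6.5 µM single-point dosing / Incubation: overnight exposure / Reagent: 100 µM oleic acid challenge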
T cell modulator: T cell immune modulation candidate; 2C CD8+ T cell-vesicle binding, flow cytometry; hits give low values; calls only at 7 µM; 330,000 compounds, 0.068% hits;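 active = response, share of CD8 T cells binding vesicles, and their 90th percentile fluorescence all below set limits, cut at about 80% in these data, passing the limit was not always enough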
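Assay system: 2C TCR transgenic mouse naive CD8+ T cells, MACS-purified | Read-out: CD8+ gate FL2 mean fluorescence as % of same-row positive control | Signal: High-throughput flow cytometry with anti-B7-1 and anti-CD8 staining | Timing: Binding step 1.5 h, 37 °C, antibody labelling 20 min, ice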
SV40 large T antigen: TAg ATPase/helicase activity blockers – biochemical (AID 1903). SV40 large T antigen ATPase/helicase inhibition assay; higher % means a stronger effect. one-dose inhibition, % at 20 µM; IC50 in µM for titrated hits. 310,000 compounds, 0.39% hits; in the data active = a potency from the dose series; note: strong numbers were not always called active
LYP phosphatase: PTPN22 lymphoid phosphatase activity blockers – biochemical, fluorescence intensity, uHTS (AID 1779); recombinant LYP phosphatase, fluorescence intensity; higher % means a stronger effect; inhibition, % at 11.5 µM, or IC50 in µM where a hit was titrated; 290,000 compounds, 0.054% hits; in the data active = inhibition above about 50%;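 note: plate controls were vehicle with enzyme for no effect and no enzyme for full effect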
GPR55 LPI antagonism: GPR55 antagonists blocking LPI-driven arrestin recruitment, primary screen, imaging, U2OS, beta-arrestin-GFP, LPI agonist (AID 2013) | U2OS GPR55 beta-arrestin-GFP translocation imaging, LPI antagonism; higher % means a stronger effect | one-dose inhibition, % at 10 µM; IC50 in µM for titrated hits | 290,000 compounds, 0.13% hits;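 active = spots per cell inhibited over 60%, with over 100 cells counted and total cytoplasm intensity under 500,000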;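 note: U2OS cells stably carrying GPR55 and arrestin-GFP stimulated by 5 µM LPI near EC80; imaged beta-arrestin-GFP aggregate spots per cell after agonist stimulation; plate controls were LPI-stimulated DMSO wells for no effect and DMSO wells without LPI for full effect; some results filed as inactive read as strong as hits; confirmed hits need IC50 under 10 µM and bright autofluorescent wells are also inconclusive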
GPR55 activation: GPR55 agonists via beta-arrestin recruitment, primary screen, imaging, U2OS cells, beta-arrestin-GFP redistribution (AID 1961); U2OS GPR55 beta-arrestin-GFP redistribution imaging; higher % means a stronger effect; one-dose activation, % at 10 µM; EC50 in µM for titrated hits; 290,000 compounds, 0.048% hits;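 active = activation above 40% with more than 50 cells counted in the well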;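 note: U2OS osteosarcoma cells stably expressing GPR55 and beta-arrestin-GFP; plate controls were DMSO negative control for no effect and LPI positive control for full effect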
Lipid droplet cells 6.5 µM: recorded beside Lipid droplet, whose call it bears; cell count; measured here: cell count, cytotoxicity flag;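 cells counted across two imaged fields per well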
T cell modulator vesicle-bound %: further read-out of T cell modulator, marked with its call; double positive events, %; measured here: CD8+ vesicle-bound cell fraction;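 binding gate set so that unloaded-vesicle control wells show 10% double positive cells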
NTR1 ag cell count 20 µM: second read-out of NTR1 ag, no call of its own (marks repeat the call); cell count; measured here: cell count, cytotoxicity flag
* marks the source's active call; other numbers are inactive results; i = inactive; . = no result given. This is a random part of the collection, and some 1.8% of all compounds hit somewhere here.

The first 2 compounds, ahead of the listing:
No.	Structure	GPR35 arrestin U2OS	MgcRacGAP inhibition	NTR1 ag	NTR1 ag cell count 20 µM	Lipid droplet	Lipid droplet cells 6.5 µM	T cell modulator	T cell modulator vesicle-bound %	SV40 large T antigen	LYP phosphatase	GPR55 LPI antagonism	GPR55 activation
1	Cc1ccc(-n2c(C)cc3c2CCCC3=O)cc1	-18%	8%	1.9	37	-11	645	i	29	18%	0%	6%	0.2%
2	CCCNC(=O)C12CCC(C)(c3nc4cc(C)c(C)cc4nc31)C2(C)C (stereo not given)	9%	-6%	1.2	57	3	683	i	47	3%	-3%	10%	0.1%

All compounds of this part (from the top)
No.	Structure	GPR35 arrestin U2OS	MgcRacGAP inhibition	NTR1 ag	NTR1 ag cell count 20 µM	Lipid droplet	Lipid droplet cells 6.5 µM	T cell modulator	T cell modulator vesicle-bound %	SV40 large T antigen	LYP phosphatase	GPR55 LPI antagonism	GPR55 activation
1	Cc1ccc(-n2c(C)cc3c2CCCC3=O)cc1	-18%	8%	1.9	37	-11	645	i	29	18%	0%	6%	0.2%
2	CCCNC(=O)C12CCC(C)(c3nc4cc(C)c(C)cc4nc31)C2(C)C (stereo not given)	9%	-6%	1.2	57	3	683	i	47	3%	-3%	10%	0.1%
3	O=C(c1ccccc1)N1CCCCC(Cl)C1=O (stereo not given)	12%	3%	1.3	36	4	665	i	37	11%	-1%	9%	1.0%
4	COc1ccc(NS(=O)(=O)c2ccc3oc(=S)[nH]c3c2)cc1	13%	-9%	0.1	55	2	713	i	14	12%	-1%	10%	-0.1%
5	Cc1cc(C(F)(F)F)nc(SCc2ccc(C(=O)O)o2)n1	8%	5%	-1.4	79	.	.	i	10	9%	5%	16%	-0.3%
6	CC(C)Cc1nnc(NC(=O)CCC(=O)N2CCOCC2)s1	-25%	1%	1.0	47	0	689	i	28	3%	-6%	22%	-0.1%
7	Cc1ccc([N+](=O)[O-])cc1S(=O)(=O)N1CCNCC1	-11%	0%	-0.8	54	4	664	i	48	7%	-11%	-8%	-0.1%
8	O=C(O)C1CC=CCC1C(=O)Nc1ccc(F)c(F)c1 (stereo not given)	8%	3%	2.1	66	5	791	i	45	7%	6%	8%	0.0%
9	COc1ccc(NC(=O)Nc2sc(=S)n(C)c2C)cc1	25%	13%	-0.2	88	12	725	i	48	7%	4%	1%	0.0%
10	CCOc1cc(N2CCOCC2)c(OCC)cc1NC(C)C(=O)N1CCN(CC)CC1 (stereo not given)	11%	25%	.	.	20	732	.	.	4%	0%	10%	0.4%
11	CCCOc1ccc(N2C(=O)CC(N(Cc3ccco3)C(C)=O)C2=O)cc1 (stereo not given)	3%	-2%	0.0	75	3	721	i	64	2%	-4%	2%	0.9%
12	O=C(NC1(C(F)(F)F)C(=O)Nc2c1c(=O)[nH]c(=O)n2Cc1ccccc1)c1ccc(Cl)cc1 (stereo not given)	2%	-1%	1.2	99	-4	803	i	18	22%	-2%	10%	0.0%
13	Cc1cnc(NC(=O)COc2ccccc2Cl)s1	3%	5%	0.7	54	.	.	i	23	-3%	-2%	15%	0.2%
14	Cc1cccc(NC(=O)c2ccc(OCC(=O)NCc3ccccc3)cc2)c1C	2%	0%	1.1	75	.	.	i	56	5%	-7%	3%	-0.1%
15	CC(=O)c1cc(-c2ccccc2)n(CC(=O)NC2CCCCC2)c1C	1%	3%	-0.5	79	0	700	i	64	4%	-6%	-3%	-0.5%
16	CSc1nc(SC)c2c3c(oc2n1)COC(C)(C)C3	-1%	7%	1.6	98	.	.	i	10	8%	-4%	2%	-0.2%
17	Cc1ccc(/C=C/C(=O)NCCCN2CCN(CCCNC(=O)/C=C/c3ccc(C)o3)CC2)o1	-2%	8%	-0.1	50	16	697	i	43	-2%	-5%	-4%	-0.2%
18	CN1CCN(C(=O)c2ccc3c(c2)N(Cc2ccc(F)cc2)C(=O)c2ccccc2S3=O)CC1 (stereo not given)	-1%	2%	-3.2	58	-5	743	i	30	17%	-7%	8%	-0.1%
19	COc1ccc(S(=O)(=O)N2CCN(CC(=O)Nc3cc(C(F)(F)F)ccc3Cl)CC2)cc1	10%	10%	8.4	54	.	.	i	16	6%	2%	14%	-0.1%
20	N#C/C(=C(/O)c1cccs1)c1nc2ccccc2[nH]1	11%	-9%	-0.4	51	6	700	i	8	4%	-5%	1%	-0.1%
21	Nc1cc(OC(=O)c2ccc(F)cc2)nn1S(=O)(=O)c1ccccc1	6%	7%	-0.1	62	-14	824	i	52	12%	1%	5%	0.2%
22	O=C(c1cc(S(=O)(=O)N2CCOCC2)ccc1F)N(Cc1nnc(-c2ccccc2Cl)o1)C1CC1	.	3%	-0.5	65	.	.	i	39	11%	.	.	.
23	CC(=O)Nc1ccc(NC(=O)C(C)OC(=O)CCC2CCCCC2)cc1 (stereo not given)	-6%	8%	0.1	73	22	621	i	33	6%	-5%	4%	0.0%
24	CCN(CC)C(=O)c1ccccc1NC(=O)CN1C(=O)c2ccccc2S1(=O)=O	3%	4%	0.0	55	-19	742	i	36	8%	1%	-1%	0.7%
25	c1c2c(cc3sc(N4CCOCC4)nc13)OCO2	-9%	9%	3.2	74	.	.	i	53	11%	0%	2%	-0.1%
26	COc1ccc(C(=O)COC(=O)CCNS(=O)(=O)c2ccccc2)cc1Br	-9%	7%	-0.2	64	-4	702	i	63	3%	-8%	-1%	0.8%
27	COc1c(C(=O)Nc2nnc(C3CC3)s2)csc1Cl	5%	-2%	-0.5	41	0	832	i	27	30%	-5%	12%	-0.2%
28	CCN(CC)CCCOC(=O)C(c1ccccc1)c1ccccc1	0%	4%	-0.6	84	0	670	i	34	-5%	0%	13%	0.9%
29	CCN(CC)S(=O)(=O)c1ccc(NC2c3ccccc3C(=O)N2Cc2ccco2)cc1 (stereo not given)	-6%	5%	0.4	47	.	.	i	32	11%	-7%	-2%	-0.1%
30	COc1ccc(CCNC(=S)N2CCC(Cc3ccccc3)CC2)cc1OC	-14%	9%	0.9	41	14	734	i	45	13%	2%	16%	-0.3%

Copied from the list:
`COc1ccc(S(=O)(=O)N2CCN(CC(=O)Nc3cc(C(F)(F)F)ccc3Cl)CC2)cc1` – SV40 large T antigen = 6%
`COc1ccc(CCNC(=S)N2CCC(Cc3ccccc3)CC2)cc1OC` – Lipid droplet cells 6.5 µM = 734

Reformatted: results already given.
15: CC(=O)c1cc(-c2ccccc2)n(CC(=O)NC2CCCCC2)c1C
16: CSc1nc(SC)c2c3c(oc2n1)COC(C)(C)C3

assay / compound | 15 | 16
GPR35 arrestin U2OS | 1% | -1%
MgcRacGAP inhibition | 3% | 7%
NTR1 ag | -0.5 | 1.6
NTR1 ag cell count 20 µM | 79 | 98
Lipid droplet | 0 | .
Lipid droplet cells 6.5 µM | 700 | .
T cell modulator | i | i
T cell modulator vesicle-bound % | 64 | 10
SV40 large T antigen | 4% | 8%
LYP phosphatase | -6% | -4%
GPR55 LPI antagonism | -3% | 2%
GPR55 activation | -0.5% | -0.2%

Next compounds.
No.	Structure	GPR35 arrestin U2OS	MgcRacGAP inhibition	NTR1 ag	NTR1 ag cell count 20 µM	Lipid droplet	Lipid droplet cells 6.5 µM	T cell modulator	T cell modulator vesicle-bound %	SV40 large T antigen	LYP phosphatase	GPR55 LPI antagonism	GPR55 activation
31	COc1ccc(NC(=S)NCc2ccc(Cl)cc2)c(OC)c1	-10%	19%	-1.3	57	-4	780	i	20	-3%	-7%	-36%	-0.1%
32	Cc1ccc(C(=O)NC(=S)N(C)C2CCCCC2)cc1	11%	5%	1.0	61	-6	657	i	28	11%	0%	1%	-0.1%
33	CCS(=O)(=O)c1ccc2oc(SCC(=O)Nc3ccc(OC)cc3)nc2c1	22%	6%	-1.4	52	-12	682	i	39	8%	-4%	-3%	0.7%
34	CC1CCN(CC(=O)Nc2cccc(C(=O)Nc3cccc(C(F)(F)F)c3)c2)CC1	2%	9%	0.2	96	-13	644	i	42	22%	-6%	2%	-0.4%
35	COc1cc(/C=C/c2cc(C(=O)O)c3ccccc3n2)ccc1OC(F)F	-4%	5%	-0.1	58	-11	640	i	51	9%	-8%	0%	1.0%
36	CCOc1cc(CN2CCN(CCOCCO)CC2)ccc1OC	-12%	3%	0.2	41	20	833	i	34	6%	-8%	9%	-0.2%
37	Cc1ccc2c(c1)N(CC(=O)OCC(=O)NCc1ccccc1)C(=O)CO2	-7%	3%	0.0	36	0	670	i	2	0%	-6%	-5%	0.3%
38	Cc1cc(NCc2ccc3c(c2)OCO3)n2nc(C)nc2n1	-14%	4%	2.6	59	-1	786	i	47	7%	0%	4%	0.0%
39	CC(C)NC(=O)Cn1c(SCC(=O)N2CCc3ccccc3C2)nc2ccccc21	6%	9%	4.3	65	-4	738	i	32	19%	-9%	15%	-0.2%
40	COc1ccc(-c2nc(-c3cccs3)c(-c3cccs3)[nH]2)cc1O	-16%	10%	3.9	39	7	781	i	40	12%	-12%	40%	-0.1%
41	CC(C)OP(=O)(Nc1cccc2ccccc12)OC(C)C	2%	11%	-1.0	100	-48	762	i	62	5%	0%	10%	0.2%
42	COc1ccc(C(CNC(=O)Cn2c(=O)oc3ccccc32)N(C)C)cc1 (stereo not given)	-9%	9%	0.4	66	-17	679	i	66	5%	-10%	0%	0.0%

Bioassay records as filed in PubChem BioAssay.
